hcDAF-12 act = H. contortus DAF-12 nuclear receptor activators, primary screen, cell-based, luminescence, HEK293, lit1-tk-luc reporter; HEK293 hcDAF-12 lit1-tk-luc reporter; 0% DMSO, 100% Δ7-dafachronic acid; activation, % at 6.8 µM; 370,000 compounds, 1.4% hits;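 active means activation above the mean of all tested compounds plus 3 SD, cut at about 5.5% in these data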;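 further: 100% = response to 3 µM Δ7-dafachronic acid high control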
ADAM10 inh = human ADAM10 inhibitors, primary screen, biochemical, QFRET, HTS; recombinant ADAM10, EDANS/DABCYL FRET peptide cleavage, 3 h; inhibition, % at 7 µM; Disintegrin and metalloproteinase domain-containing protein 10 (Homo sapiens), O14672; 370,000 compounds, 0.62% hits;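 active means inhibition above a per-campaign cutoff equal to the mean of compounds falling between control-based bounds plus 3 SD, cut at about 20% in these data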;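 further: 0% = DMSO wells while the 100% control is not disclosed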
SMARCA2 act = SMARCA2 (BRM) function activators, primary screen, cell-based, luminescence, high throughput; MG213 cells, MMTV-luciferase reporter, dexamethasone, overnight; activation, % at 9.1 µM; 370,000 compounds, 1% hits; in the data active means activation above about 7.8%;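 further: 0% = vehicle wells and 100% = reference activator wells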
DAX1 inh-1 = DAX1 (NR0B1) inhibitors, primary screen, cell-based, HEK293, Gal4-DAX1, luciferase luminescence | Nuclear receptor subfamily 0 group B member 1 (Homo sapiens), P51843 | HEK293 Gal4-DAX1 luciferase reporter | inhibition, % at 6.75 µM | 340,000 compounds, 0.99% hits | AID 504766, 2011;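 active means inhibition above the mean over all tested compounds plus 3 SD, cut at about 4.2% in these data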;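 further: 0% = DAX1-transfected cells with DMSO and 100% = empty-vector control cells with DMSO; inhibition shows as a rise in luminescence from relieved DAX1 repression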
hgDAF12 agonist = H. glycines DAF-12 receptor agonists, primary screen, cell-based, luminescence, HEK293, GAL4 fusion, UAS-luciferase | Nuclear hormone receptor DAF-12 (Heterodera glycines), GAL4 fusion | HEK293 GAL4-hgDAF12 UAS-luciferase reporter, agonist luminescence; normalized to butyrate control | activation, % at 6.8 µM | 370,000 compounds, 1.8% hits | AID 687014, 2013;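 active means activation above a cutoff set at the mean of all screened compounds plus 3 SD, cut at about 10% in these data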;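 further: 0% = DMSO wells and 100% = sodium butyrate wells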
NPR1 activator = GC-A stimulated cGMP production enhancers – HEK293 GC-A cells, cGMP TR-FRET, EC30 ANP, primary screen | 0% at EC30 ANP, 100% saturating ANP | AID 1671463, 2021 | 370,000 compounds, 0.14% hits | activation, % at 10 µM; in the data active means activation above about 40%
ssDAF-12 act = S. stercoralis DAF-12 nuclear receptor activators, primary screen, cell-based, luminescence, HEK293, GRIP1 co-expression, lit1-tk-luc. Nuclear hormone receptor DAF-12 (Strongyloides stercoralis). HEK293 ssDAF-12/GRIP1 lit1-tk-luc reporter; % of 3 µM dafachronic acid response. activation, % at 6.8 µM. 370,000 compounds, 1% hits;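 active means activation above the mean over all tested compounds plus 3 SD, cut at about 0.9% in these data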;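 further: 0% = DMSO-only wells and 100% = 3 µM delta7-dafachronic acid wells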
DAX1 inh-2 = DAX1 (NR0B1) inhibitors on StAR promoter, primary screen, cell-based, luminescence, SF-1 (NR5A1), full-length DAX-1; AID 652010, 2013; inhibition, % at 6.8 µM; HEK293T StAR-luciferase reporter, SF-1/DAX-1 repression relief; 370,000 compounds, 1.1% hits;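 active means inhibition above the mean over all tested compounds plus 3 SD, cut at about 3.6% in these data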;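 further: 0% = DAX-1 cells with DMSO and 100% = cells lacking DAX-1 with DMSO; higher inhibition means more luminescence from relief of DAX-1 repression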
FXN GAA850 act = FXN promoter activators, primary screen, cell-based, luciferase luminescence, HEK293 lucGAA850; 360,000 compounds, 0.56% hits; activation, % at 6 µM; AID 540364, 2011; HEK293 lucGAA850 FXN promoter luciferase reporter, 24 h; percent of 10 µM SAHA response;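 active means activation above the average of all compounds screened plus 3 SD, cutoff fixed separately per campaign, cut at about 7.5% in these data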;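 further: 0% = DMSO wells and 100% = 10 µM SAHA wells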
GC-B act = human GC-B receptor activators, primary screen, HEK293 GC-B cells, cGMP TR-FRET, EC30 CNP. Atrial natriuretic peptide receptor 2 (Homo sapiens), P20594. 0% at EC30 CNP, 100% saturating CNP. activation, % at 10 µM. 370,000 compounds, 0.11% hits. AID 1920062, 2024;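 active means activation at 10 µM reaching about 35% in either raw or pattern-adjusted values, limit read from the data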
Target sequence (P20594 whole entry, looked up): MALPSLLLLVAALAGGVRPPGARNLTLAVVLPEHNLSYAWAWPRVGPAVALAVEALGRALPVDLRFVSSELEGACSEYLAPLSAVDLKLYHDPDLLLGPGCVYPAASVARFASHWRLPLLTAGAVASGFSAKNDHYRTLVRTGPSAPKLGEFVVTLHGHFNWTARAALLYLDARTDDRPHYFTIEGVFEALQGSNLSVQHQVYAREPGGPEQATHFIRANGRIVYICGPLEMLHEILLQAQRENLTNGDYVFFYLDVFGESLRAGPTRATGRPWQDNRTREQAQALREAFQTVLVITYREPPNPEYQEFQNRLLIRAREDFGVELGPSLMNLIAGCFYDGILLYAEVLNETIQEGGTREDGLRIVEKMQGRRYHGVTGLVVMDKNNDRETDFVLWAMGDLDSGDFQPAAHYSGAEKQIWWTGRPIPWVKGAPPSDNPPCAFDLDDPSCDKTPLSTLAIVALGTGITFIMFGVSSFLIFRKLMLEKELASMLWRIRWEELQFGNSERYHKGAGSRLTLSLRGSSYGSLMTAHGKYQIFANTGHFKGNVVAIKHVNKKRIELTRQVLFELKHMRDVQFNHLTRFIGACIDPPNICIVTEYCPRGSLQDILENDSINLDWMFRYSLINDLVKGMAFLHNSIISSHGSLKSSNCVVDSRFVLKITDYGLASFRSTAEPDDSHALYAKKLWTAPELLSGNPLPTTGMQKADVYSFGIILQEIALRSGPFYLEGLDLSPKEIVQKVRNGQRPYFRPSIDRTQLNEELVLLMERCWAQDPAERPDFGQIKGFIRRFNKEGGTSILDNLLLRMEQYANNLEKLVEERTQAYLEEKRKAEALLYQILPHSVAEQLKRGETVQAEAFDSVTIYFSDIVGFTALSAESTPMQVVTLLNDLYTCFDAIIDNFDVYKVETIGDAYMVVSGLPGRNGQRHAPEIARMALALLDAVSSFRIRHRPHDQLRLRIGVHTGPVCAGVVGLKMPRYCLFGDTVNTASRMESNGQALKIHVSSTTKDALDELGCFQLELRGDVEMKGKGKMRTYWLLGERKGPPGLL
HGIII-sPLA2 inh = human group III sPLA2 inhibitors, primary screen, biochemical, QFRET, BODIPY PC-A2 liposome substrate | inhibition, % at 12.2 µM | AID 743126, 2013 | 370,000 compounds, 0.56% hits | QFRET BODIPY PC-A2 liposome hydrolysis, fluorescence;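 active means inhibition above mean plus 3 SD of compounds lying within the high and low control bounds, cut at about 19% in these data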;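 further: 0% = median of test compound wells and 100% = no enzyme DMSO wells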
Numbers without * were called inactive; i = inactive; x = not tested or not shown.

Values run as follows: hcDAF-12 act	ADAM10 inh	SMARCA2 act	DAX1 inh-1	hgDAF12 agonist	NPR1 activator	ssDAF-12 act	DAX1 inh-2	FXN GAA850 act	GC-B act	HGIII-sPLA2 inh
> Cc1ccccc1OCc1occc1C(=O)Nc1cccc(-n2cnnn2)c1
 : -0.7	13	-2	0.1	-1.0	7	-1.1	-0.5	-1.5	0	-19
> Cc1cccc(OCC(=O)NNC(=O)CCCCC(=O)NNC(=O)COc2cccc(C)c2)c1
 : -1.5	-4	0	-0.3	2.5	-1	-1.4	1.2	-1.3	4	7
> COc1ccc(CNC(=O)CCc2nc(-c3ccccc3F)no2)c(OC)c1
 : -1.2	4	1	1.8	-3.1	-3	-0.9	-0.6	0.1	-1	0
> COC(=O)Cn1c(=O)c2c(nc3n2CC(C)CN3CCc2ccccc2)n(C)c1=O (centres undefined)
 : -1.6	-1	-1	-1.7	-4.5	7	-1.2	0.0	-1.0	5	10
> Cc1cccc(C)c1-n1nnnc1C1(C)CCC(=O)N1C1CCN(Cc2ccccc2)CC1 (centres undefined)
 : 1.7	-3	4	x	0.3	2	-1.1	1.4	x	0	9
> CCc1nc2sc3ccccc3c(=O)c2c(=O)n1Cc1ccc(OC)cc1
 : -0.6	8	3	-1.6	0.5	6	-1.6	0.1	1.1	1	-6
> CN(C)S(=O)(=O)c1ccc2oc(SCC(=O)c3c(N)n(C4CC4)c(=O)[nH]c3=O)nc2c1
 : -0.8	-7	0	0.2	-2.1	-3	-0.8	-0.3	1.8	-6	-2
> Cn1c(SCC(=O)Nc2cccc(S(=O)(=O)NC3=NCCCCC3)c2)nnc1-c1ccncc1
 : -0.7	-5	-1	1.2	-1.3	1	-1.7	0.3	0.5	0	-5
> CCCc1c(C(=O)Nc2ccc(F)cc2C)cnn1-c1ccccc1
 : -0.6	4	-5	0.4	2.4	1	-1.5	-1.0	-3.0	-11	-2
> CC(Sc1nc2ccccc2c(=O)n1CCc1ccc(S(N)(=O)=O)cc1)C(=O)NC(N)=O (centres undefined)
 : -2.8	2	-1	-1.2	1.6	-2	-1.3	-0.4	-0.6	1	-1
> COc1ccc(NC(=O)CCN2C(=O)c3ccc([N+](=O)[O-])cc3C2=O)c(OC)c1
 : -1.2	-1	-1	3.9	2.7	-1	-0.8	0.2	-1.2	1	7
> COc1ccccc1NC(=O)c1cc2c(CO)cnc(C)c2oc1=Nc1ccc(OC)c(OC)c1
 : -0.4	5	1	-0.1	0.6	-5	-1.0	-0.3	-0.1	3	13
> CCN(c1ccccc1C)S(=O)(=O)c1cc2c3c(c1)CCC(=O)N3CCC2
 : -1.8	6	-2	-0.2	-0.8	1	-1.6	-0.2	0.0	1	-6
> COCCNC(=S)N1CCN(C(c2ccccc2)c2ccccc2)CC1
 : -0.2	11	-1	-0.2	0.2	-4	-0.6	-0.1	0.7	-1	0
> O=C(/C=C/c1ccco1)Nc1nc(-c2ccccn2)cs1
 : 3.5	6	0	1.5	3.8	-6	-0.5	0.1	1.9	4	4
> CN(c1ccccc1)S(=O)(=O)c1cccc(NC(=O)CSc2nnc(N)s2)c1
 : -0.3	2	-4	-1.4	3.0	-3	-1.4	-1.1	2.1	0	4
> CCOCCCN(C(=O)c1ccco1)C(C(=O)NC1CCCC1)c1ccc(OC)cc1 (centres undefined)
 : -0.3	4	0	-1.1	-0.3	-2	-1.2	0.0	0.6	2	2
> COc1ccc(CN(CC(O)COCc2ccccc2)S(=O)(=O)c2ccccc2Br)cc1OC (centres undefined)
 : -1.6	7	-4	-0.1	1.5	-14	-1.5	-1.2	-2.4	-6	-24
> Cc1cccc(-n2c(=O)[nH]c3c(C(N)=O)nc(CC(C)C)nc32)c1
 : -0.4	-96	0	-1.9	0.0	4	-1.0	-0.5	-1.5	-2	3
> c1coc(-c2nnc3sc(-c4cccs4)nn23)c1
 : 1.1	-3	4	1.5	-2.3	0	-1.6	0.4	5.0	-5	-4
> O=C(NCc1cccc(C(F)(F)F)c1)c1c[nH]c(=O)s1
 : -1.0	-15	-1	x	-0.6	1	-1.5	-0.6	1.2	1	-3
> NC(=O)CC[C@H](NC(=O)c1ccc(F)cc1)C(=O)OCC(=O)Nc1c(F)c(F)c(F)c(F)c1F
 : -0.5	0	2	-0.3	9.2	-2	-0.9	-0.1	0.9	0	0
> CN(C)C(CNC(=O)c1cccc(S(=O)(=O)N2CCN(c3ccc(F)cc3)CC2)c1)c1ccccc1 (centres undefined)
 : -3.4	-2	-4	-3.1	-5.9	-8	-1.9	-5.2	-4.0	-5	-14
> CCOCCCNC(=O)CCc1ccc(S(=O)(=O)Nc2ccc(C)cc2)cc1
 : -1.2	10	4	0.0	-0.7	1	-1.1	-0.2	2.4	1	-4
> CC(C)CN(C(=O)COC(=O)CCc1nc2ccccc2s1)c1c(N)n(Cc2ccccc2)c(=O)[nH]c1=O
 : 1.7	-7	-4	0.8	1.1	0	-0.8	3.7*	-0.9	0	19*
> O=C(CSc1nc2ccccc2o1)Nc1ccccc1N1CCOCC1
 : -2.5	6	0	0.1	-0.8	0	-1.4	-0.3	0.1	3	-7
> COc1cccc(-c2nc(CS(=O)(=O)CC(=O)Nc3ccccc3Cl)c(C)o2)c1
 : -3.2	7	-3	0.2	-1.5	-8	-1.8	-2.8	-0.6	0	-37
> COc1ccccc1N1CCN(C(=O)Cn2ncc3c([nH]c4ccccc43)c2=O)CC1
 : -0.6	-2	2	0.1	1.1	2	-0.7	-0.4	0.3	2	-1
> Cn1c2c(c(=O)n(C)c1=O)CN(Cc1ccco1)CN2
 : -2.1	-9	0	0.8	-0.8	5	-1.3	-0.5	-2.7	4	3
> CCOC(=O)N1CCC(NC(=O)CS(=O)Cc2nc(-c3ccc(C)cc3)oc2C)CC1 (centres undefined)
 : -1.6	-7	-2	-0.4	-0.6	4	-1.1	-3.3	-0.9	2	0
> CCOC(=O)c1c(C)[nH]c(C(=O)COC(=O)c2c(CC)noc2C)c1C
 : -0.9	-10	-1	-1.0	-0.7	1	-1.5	-1.0	-1.0	3	8
> O=C1NC(=S)SC1=C1CCCCCC1
 : -2.2	9	0	0.4	-0.7	-1	-0.7	0.0	0.3	2	0
> O=C(NCc1ccccc1F)C1CCCN1C(=O)NCc1ccccc1 (centres undefined)
 : -1.2	3	-3	0.2	0.7	-2	-0.6	-0.2	0.2	-2	9
> CC1=NNC(=O)C1C(c1ccccc1)C(C#N)C#N (centres undefined)
 : 2.1	-3	-4	-0.3	-0.9	4	-0.1	0.3	-0.5	5	-3
> COc1cccc(/C=N/Nc2ccc(C(=O)O)cc2)c1O
 : -5.8	-2	-7	-8.5	-17	-2	-3.1	-3.5	-14	-2	-2
> CCCSCCCNC(=O)Cn1nc(CC)n2c(cc3c(OC)cccc32)c1=O
 : -1.1	-227	1	0.2	-1.3	1	-1.6	0.8	-0.6	-2	0
> N#CCSc1ccccc1NC(=O)CN1C(=O)C(=O)N(Cc2ccccc2)C1=O
 : 2.7	-12	-4	0.7	0.9	0	0.1	-0.5	1.4	4	-4
> CCn1c(SCC(=O)Nc2cc(C)c(Cl)cc2OC)nnc1-c1ccco1
 : -1.9	10	0	0.3	-1.3	-26	-1.1	-0.3	-4.0	-9	-4
> O=C(NC1CCCC1)C(c1ccc(F)cc1)N(C(=O)c1csnn1)C1CCCC1 (centres undefined)
 : -1.7	-8	-2	5.9*	1.3	-10	-1.2	0.1	-0.3	-5	-1
> Clc1ccccc1-c1nc(-c2cccnc2)no1
 : 8.1*	-2	5	2.9	8.6	8	1.3*	2.6	3.2	-4	4
> N#Cc1ccccc1COC(=O)CCN=C1NS(=O)(=O)c2ccccc21
 : -0.9	-2	-1	-1.7	1.4	-2	-1.0	-1.1	1.5	-3	-3
> COc1ccc(/C=N/Nc2ccc([N+](=O)[O-])cc2)cc1Cn1cc([N+](=O)[O-])cn1
 : -0.9	0	3	0.3	-0.9	-1	-1.0	-0.1	-1.1	-1	0
> CCn1cc(C(=O)N(C)Cc2ccc(OC(F)F)cc2)c(=O)c2ccc(C)nc21
 : 0.3	-13	0	-2.3	-2.7	4	-1.2	-0.2	-0.1	6	-6
> COc1ccc(NC(=O)CSc2nc3ccncc3[nH]2)c(OC)c1
 : -1.4	-5	-1	0.1	-1.6	-2	-1.4	0.0	-1.9	1	-23
> O=C(Nc1nc2ccccc2[nH]1)C1CCCO1 (centres undefined)
 : -0.9	-4	7	1.1	4.0	1	-1.6	0.1	1.3	-2	-1
> Cc1cc(C(=O)Cn2nnc(-c3ccc(Cl)cc3)n2)c(C)n1CC1CCCO1 (centres undefined)
 : -1.9	10	-4	0.4	-3.3	6	-1.9	-1.0	1.7	-3	-27
> O=c1c2ccccc2nc2sc(Nc3cccc(Cl)c3)nn12
 : 2.4	-1	2	0.1	1.2	32	-0.1	0.2	1.2	9	5
> COC(=O)[C@]12CCCCC=C1N(CCC1=CCCCC1)C(=O)[C@H](CC(=O)NCC13CC4CC(CC(C4)C1)C3)C2
 : -1.2	-6	-1	x	4.2	3	-0.7	0.6	x	3	0
> COc1cc([N+](=O)[O-])ccc1NC(=O)CN(C)C
 : 3.2	1	-1	-0.3	-0.6	0	-1.3	0.8	2.5	0	3
> O=C(COC(=O)/C=C/c1ccccc1[N+](=O)[O-])NC(=O)NC1CCCC1
 : 0.6	0	-2	-0.1	-0.1	-5	-0.8	-0.8	0.1	-2	-7

Further records:
Values run as follows: hcDAF-12 act	ADAM10 inh	SMARCA2 act	DAX1 inh-1	hgDAF12 agonist	NPR1 activator	ssDAF-12 act	DAX1 inh-2	FXN GAA850 act	GC-B act	HGIII-sPLA2 inh
> O=C(O)c1ccc(-c2nc3ccccc3[nH]2)cc1
 : -1.7	i	0	-0.4	1.0	-2	-1.1	0.0	1.9	-2	4
> CC(=O)NN1C(=O)/C(=C/c2ccc(C(C)C)cc2)SC1=S
 : 0.6	2	1	0.5	2.9	4	0.6	0.4	1.1	1	-14
> Nc1[nH]c(C(=O)c2ccccc2)c(-c2cccc3ccccc23)c1C(=O)NCc1ccc(Cl)cc1Cl
 : 0.6	-11	2	x	2.7	-1	-1.3	0.6	x	4	-3
> Cc1cc(C)c(C(=O)N2CCCC(C(=O)c3cc(F)ccc3F)C2)o1 (centres undefined)
 : -1.4	-1	-1	0.7	1.4	0	-1.4	0.4	0.2	-5	1
